GSIS activator – GLuc luminescence reporter in INS-1E cells, primary screen for activators of glucose-dependent secretion of insulin. activation, % at 16.6 µM. INS-1E GLuc reporter insulin secretion, 2-3 h. actives 0.61% (n = 370,000);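 active = lowest replicate activation of at least 40%, so every replicate reaches that level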;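 also: 0% = median of neutral control wells and 100% = median of IBMX positive control wells; some compounds called inactive have numbers as strong as hits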
miR-122 sensor – miR-122 Renilla sensor signal increase in Huh7, primary screen, miR-122 inhibitor project, cell-based, single point, plate reader | Huh7 miR-122 Renilla luciferase sensor, 48 h; neutral wells = 0, positive control = 100 | activation (reporter increase), % at 12.5 µM | actives 0.3% (n = 340,000);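 active = mean replicate activation score at least 90 and every replicate individually at or above 90; inconclusive = only one of the two criteria met; inactive = neither criterion met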;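 also: higher luciferase means less miR-122 activity so hits act as miR-122 inhibitors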
Statin myotox sup – suppressors of statin myotoxicity in C2C12 myotubes, primary screen, cell-based, single point, plate reader; C2C12 myotubes + simvastatin, ATP luminescence, 48 h; scaled: DMSO 0, geranylgeraniol control 100; AID 602340, 2012; actives 0.78% (n = 330,000); rescue of ATP level, % at 7.49 µM;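 active = mean ATP rescue above about 67%, or every replicate alone reaching that limit, limit read from the data, passing the limit was not always enough; inconclusive = no clear call, values can overlap the other calls; inactive = mean under the limit and some replicate under it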;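 also: myotubes were challenged with 10 µM simvastatin during compound exposure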
F508del corr – F508del CFTR correction, initial screen, CFBE line, single point; CFBE cells, YFP halide quenching; stimulated with forskolin plus potentiator P3; % fluorescence drop versus neutral controls; activity (quench increase), % at 7.58 µM; actives 0.36% (n = 350,000); AID 720511, 2013;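 active = mean added fluorescence quench of at least 8% versus neutral control, with both replicates also reaching 8%; inconclusive = only one of the mean or replicate conditions met; inactive = mean below 8% and not both replicates reaching 8%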;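 also: cells transiently co-express mutant CFTR-F508del with the halide-sensitive YFP; corrector assay measuring rescue of mutant channel to the surface after 24 h compound exposure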
PGC1a acetyl inh – inhibitors of PGC1a acetylation signal, primary screen, cell-based, U2OS, AlphaScreen, inhibitor mode; AlphaScreen anti-acetyl-lysine; with virally co-expressed GCN5 acetyltransferase; actives 0.17% (n = 350,000); inhibition, % at 15.6 µM;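 active = every replicate shows inhibition of at least 40%; inconclusive = mean inhibition at least 40% but some replicate below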;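 also: 0% = neutral control wells and 100% = positive control wells; some results beyond the cut were filed as inactive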
FN deposit inh – inhibitors of fibronectin matrix deposition, primary screen, AH1F cells, Alexa488-fibronectin fluorescence, plate reader | AH1F fibroblasts, overnight | inhibition, % at 12.6 µM | actives 0.086% (n = 350,000);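 active = mean inhibition across replicates of 30% or more, regardless of how many single replicates reach that level; inconclusive = mean under 30% yet at least half of replicates reach 30%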;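 also: positive control wells lacked labelled fibronectin entirely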
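Assay system: AH1F fibroblast monolayer, labelled fibronectin deposition. Amount: 10000 cells per well. Also added: labelled fibronectin 24 nM. Compound: single-point pinned compound. Incubation: cell attachment 1 h, compound and FN exposure overnight. Detection: fluorescence after three HBSS washes, excitation 485 nm, emission 525 nm. Read-out: inhibition of fibronectin deposition signal.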
PglD inh – C. jejuni PglD acetyltransferase inhibitors, primary screen, biochemical, DTNB colorimetric, single point. actives 0.098% (n = 360,000). purified PglD enzyme, DTNB colorimetric CoA detection. inhibition, % at 12.5 µM. UDP-N-acetylbacillosamine N-acetyltransferase PglD (Campylobacter jejuni). AID 602405, 2012; in the data active = inhibition above about 16%, passing the limit was not always enough; inconclusive = no clear call, values can overlap the other calls; also: strong numbers were not always called active
Cneo AK release – Cryptococcus neoformans cell lysis inducers, primary screen, AK release luminescence, single concentration; actives 0.2% (n = 360,000); lysis activity, % at 15 µM; C. neoformans lysis, adenylate kinase release luminescence, 4 h; normalised: neutral wells 0, clomiphene wells 100;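 active = mean lysis activity across replicates of at least 80%, whatever share of replicates individually reach that level; inactive = mean lysis activity below 80%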
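Schedule: static 4 h at 37 °C with compound, 1 h detection; system: C. neoformans cells; benchmarks: Clomiphene as positive control; buffer or medium: fresh YPD medium; measure: luminescence rise reflecting yeast cell lysis; measured by: luminescent adenylate kinase detection reagent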
The depositor's hits bear a star; ? = inconclusive; / = no result given; [ ] = dose if it differs, or a comment.

SMILES | GSIS activator | miR-122 sensor | Statin myotox sup | F508del corr | PGC1a acetyl inh | FN deposit inh | PglD inh | Cneo AK release
C[C@@H]1CN([C@@H](C)CO)S(=O)(=O)c2ccc(-c3ccc(C#N)cc3)cc2O[C@H]1CN(C)Cc1cccc(F)c1 | -15 | 4[16.7 µM] | -69 | 8.0* | -14 | / | 3 | -4
COc1ccc(C(=O)NCc2ccccc2)cc1S(=O)(=O)N1CCCc2ccccc21 | -15 | 74 | / | / | -13 | / | 2 | -1
O=C(O)c1nn(-c2ccccc2C(F)(F)F)cc1O | 6 | -4 | 12 | -1.7 | 5 | 2 | / | /
CC(C)Sc1ncnc2[nH]ncc12 | 45 | 4 | 15 | 1.3 | 2 | 14 | 3 | 1
CCOC(=O)c1ccc(NC(=O)N2CCN(S(C)(=O)=O)CC2)cc1 | 2 | -3 | -26 | / | 5 | -5 | 5 | 0
Cc1cccc(C)c1NC(=O)C(C)Sc1nnc(C)n1CC1CCCO1 (stereo unspecified) | 4 | 0 | -3 | -2.3 | 5 | -4 | -6 | -1
O=C(COC(=O)c1cc([N+](=O)[O-])ccc1NCc1ccccc1Cl)NCC(F)(F)F | -9 | 4 | / | / | / | / | -2 | 2
Cc1ccccc1CCN(CC(=O)NC1CCCCC1)C(=O)c1csnn1 | -3 | -1 | 9 | -0.7 | -6 | 0 | 4 | 1
C=C(C)CSc1nc2ncc(Cl)cc2[nH]1 | / | 5 | -1 | / | -7 | / | 3 | 0
CC(C)c1ccc(-c2nn[nH]n2)cc1 | / | -2 | / | / | / | 5 | -1 | -3
CC(=O)c1cccc(NC(=O)Nc2ccc3c(c2)N(C)C(=O)CS3)c1 | -3 | -3 | -1 | / | 18 | / | 0 | 11
C=CC(=C)CC(NC)c1ccccc1 (stereo unspecified) | -17 | 1 | -8 | 1.6 | -3 | / | 0 | 3
Cc1nc2ccccn2c1C(=O)/C=C/c1ccc(F)cc1 | / | -7 | 23 | / | ? | / | -4 | -3
O=C(C[C@H]1C[C@@H]2c3cc(NC(=O)CC4CC4)ccc3O[C@@H]2[C@H](CO)O1)NCc1ccncc1 | 1 | 6[16.7 µM] | 0 | -3.2 | 6 | / | -2 | -3
O=C(Nc1cccc(C(=O)O)c1)/C(=C\C=C\c1ccccc1)NC(=O)c1ccccc1 | 1 | -7 | / | 1.6 | 1 | 0 | / | /
CC(/C=C1\SC(=O)N(CC(=O)Nc2cccc(O)c2)C1=O)=C\c1ccccc1 | -25 | -6 | 20 | / | 1 | -12 | / | /
O=C(NCC(c1ccco1)N1CCc2ccccc2C1)c1cccc([N+](=O)[O-])c1 (stereo unspecified) | -26 | / | 12 | -3.8 | / | -7 | 2 | 0
CC(SCc1ccccc1)C(=O)N/N=C/c1cccs1 (stereo unspecified) | 13 | 1 | -8 | / | -5 | 2 | -16 | 0
C[C@@H]1CN([C@@H](C)CO)C(=O)Cc2cc(NC(=O)CCC(F)(F)F)ccc2O[C@H]1CN(C)CC1CCCCC1 | -1 | -12[16.7 µM] | 42 | -2.1 | 3 | / | -1 | 7
N#CC(C#SN)=C1CCCCC1 | / | -6 | 5 | / | 11 | / | 3 | 0
Cc1nn(CC(C)C)c(Cl)c1C(=O)NCC(C)(C)N1CCOCC1 | -2 | -4 | 9 | -2.0 | / | 11 | 0 | 0
COCCNC(=O)c1ccc(CS(=O)(=O)c2c(Cl)cccc2Cl)o1 | 3 | -5 | -2 | 0.7 | 10 | -4 | -1 | 0
O=C(NCc1cccnc1)c1cc(C2CCCCN2C(=O)OCc2ccccc2)on1 (stereo unspecified) | -6 | 0 | 1 | -3.8 | -15 | -1 | 4 | 1
Cc1cccc(NC(=O)C2CC(=O)N(c3ccccc3)C2)c1C (stereo unspecified) | / | -2 | 5 | / | 2 | / | 3 | -6
COc1ccccc1C(C)NS(=O)(=O)c1ccc(Cl)nc1 (stereo unspecified) | 44* | / | -24 | -1.8 | / | 8 | 3 | -1
COc1ccccc1N(Cc1ccccc1)S(=O)(=O)c1cccc(C(=O)NCC2CCCO2)c1 (stereo unspecified) | -41 | 23 | 10 | 3.5 | 7 | -6 | -4 | 0
COc1ccc(OC)c(C(=O)c2ccccn2)c1 | 10 | 1 | -4 | -0.5 | 3 | 5 | 5 | 4
COC(=O)CC1(c2cccc3ccccc23)C(=O)c2ccccc2C1=O | -18 | 22 | / | / | -9 | / | -3 | -1
COc1ccc2c3c([nH]c2c1)[C@H](CO)N(C(=O)Nc1ccc(F)cc1)CC31CCN(CC2CCOCC2)CC1 | -14 | / | / | 1.5 | -3 | -1 | / | /
Cc1ccnc(NS(=O)(=O)c2ccc(NC(=O)CSc3nc(-c4ccccc4)cc(=O)[nH]3)cc2)n1 | -1 | -11 | 8 | 3.7 | 6 | -1 | -4 | 0
COCc1c(C(=O)OCC(=O)NCCN2C(=O)CSC2=O)oc2ccccc12 | 9 | -1 | -5 | / | / | 4 | / | /
Cn1c(N)c(C(=O)COC(=O)/C=C/c2ccc(OC(F)F)cc2)c(=O)n(C)c1=O | 18 | / | / | 0.4 | -6 | -5 | / | /
Cc1ccccc1S(=O)(=O)N1CC[C@@H]2[C@H](CO)N(C)c3ccc(Br)cc3[C@@H]21 | 5 | 23[16.7 µM] | 27 | 0.6 | -5 | 5 | 3 | 3
S=C(Nc1ccccc1)Nc1ccc(Cl)cc1Cl | / | 3 | 2 | / | -6 | -5 | 1 | 0
C[C@H]1CN([C@@H](C)CO)C(=O)Cc2cc(NC(=O)Nc3ccccc3)ccc2O[C@H]1CN(C)Cc1ccc(C(F)(F)F)cc1 | 2 | -10[16.7 µM] | -26 | -0.9 | 0 | / | 1 | 46
CCc1nc2c(OCc3ccc(S(C)(=O)=O)cc3)cccn2c1N(C)C(=O)c1ccccc1F | / | -3 | 4 | 0.4 | 45* | -8 | 0 | 1
CC(C)Cc1n[nH]c(=O)c2c1nnn2Cc1ccccc1F | 4 | / | 5 | 4.5 | / | 6 | -3 | -8
CC(OC(=O)c1c(F)cccc1F)C(=O)NCCC1=CCCCC1 (stereo unspecified) | -7 | / | 3 | -1.8 | -19 | 3 | 6 | 0
CCOCCCNC(=O)/C(C#N)=C/c1ccc([N+](=O)[O-])o1 | -3 | -22 | -2 | 1.4 | 3 | -1 | -5 | -2
COc1ccc(C2=NC(C(F)(F)F)(C(F)(F)F)c3c(n(C)c(=O)n(C)c3=O)N2)cc1 | / | 3 | -20 | / | 5 | -6 | 2 | -2
O=C(NC(c1ccc(F)cc1)c1ccc2ccccc2n1)C1CCN(Cc2cccc(C(F)(F)F)c2)CC1 (stereo unspecified) | / | -19 | -2 | -2.9 | -10 | / | 1 | 8
CCc1ccc(N(CC(=O)NCc2ccc(F)cc2)C(=O)c2csnn2)cc1 | -8 | / | -10 | 0.2 | -6 | -6 | -3 | 0
CCCCCC(=O)Nc1nnc(CCc2ccccc2)s1 | 10 | / | 6 | 0.2 | / | 8 | -8 | 1
CCOC(=O)c1cnc2c(-c3ccccc3)c(C)nn2c1N | 69 | -2 | 0 | / | 5 | 6 | 4 | 0
C[C@@H]1CN([C@@H](C)CO)S(=O)(=O)c2ccc(-c3cccc(C#N)c3)cc2O[C@H]1CN(C)C(=O)c1cccnc1 | 0 | 0[16.7 µM] | -7 | 2.0 | 10 | 7 | 2 | -4
COc1cc(C(=O)Oc2c(CN3CCOCC3)cc(Cl)c3cccnc23)cc(OC)c1OC | / | -26 | 16 | / | 13 | / | 0 | 0
CC1CCCC(C)N1C(=O)CSc1nnc(NC(=O)c2cccs2)s1 (stereo unspecified) | / | -3 | 3 | / | -5 | 2 | 1 | 5
C[C@H]1CN([C@@H](C)CO)C(=O)Cc2cc(NC(=O)CCN3CCOCC3)ccc2O[C@@H]1CN(C)C(=O)Nc1ccccc1 | 21 | 5[16.7 µM] | 0 | -0.7 | 3 | / | 0 | -2

Filtered by structure: those above containing two or more sulfur atoms.
SMILES | GSIS activator | miR-122 sensor | Statin myotox sup | F508del corr | PGC1a acetyl inh | FN deposit inh | PglD inh | Cneo AK release
CC(SCc1ccccc1)C(=O)N/N=C/c1cccs1 (stereo unspecified) | 13 | 1 | -8 | / | -5 | 2 | -16 | 0
Cc1ccnc(NS(=O)(=O)c2ccc(NC(=O)CSc3nc(-c4ccccc4)cc(=O)[nH]3)cc2)n1 | -1 | -11 | 8 | 3.7 | 6 | -1 | -4 | 0
CC1CCCC(C)N1C(=O)CSc1nnc(NC(=O)c2cccs2)s1 (stereo unspecified) | / | -3 | 3 | / | -5 | 2 | 1 | 5

Other results
SMILES | GSIS activator | miR-122 sensor | Statin myotox sup | F508del corr | PGC1a acetyl inh | FN deposit inh | PglD inh | Cneo AK release
COc1cc(NC(=O)CCS(=O)(=O)c2ccc3nc(C)sc3c2)cc(OC)c1OC | 6 | -4 | 14 | -1.3 | -4 | 3 | -3 | 0
Cc1cccc(-n2ncc3c(=O)[nH]c(SCC(=O)N4CC(=O)Nc5ccccc54)nc32)c1 | 6 | / | 8 | -3.4 | / | -1 | -5 | 0
CCc1ccc2oc(=O)cc(CN3CCCCC3)c2c1 | 57 | / | 0 | 0.0 | / | 4 | 1 | 1
COc1ccc(C2N(C(=O)c3ccccc3)CCN2C(=O)c2ccc(C)cc2)cc1 (stereo unspecified) | -9 | -2 | -2 | 0.6 | / | / | -6 | -4
N#Cc1cccc(-c2csc(C(O)(c3ccccc3)C(F)(F)F)n2)c1 (stereo unspecified) | / | 16 | -42 | -1.9 | -4 | -7 | -6 | 1
Cc1ccccc1NS(=O)(=O)c1cc2c3c(c1)C(C)C(=O)N3CCC2 (stereo unspecified) | / | 8 | -2 | -0.3 | -4 | 3 | 1 | 3
O=C(COc1ccccc1-c1ccccc1)N/N=C/c1ccccn1 | -24 | 5 | 11 | 4.7 | / | 5 | -3 | -1
O=c1c2cc(F)ccc2sn1-c1ccc(F)cc1 | / | 1 | -35 | / | 8 | / | 13 | 0
CC(C)CC#Cc1ccc([C@@H]2[C@@H](CO)N3CCCCN(S(=O)(=O)c4ccc(F)cc4)C[C@@H]23)cc1 | -9 | -7[16.7 µM] | 14 | -1.0 | 0 | / | 6 | 0
COc1cccc(CNC(=O)Cc2ccc(Br)cc2)c1 | / | 5 | 8 | / | / | -1 | 0 | -4
CCCNC(=O)N1CC[C@@H]2[C@H]1c1cc(-c3ccc(OC)cc3)ccc1N(C)[C@H]2CO | 3 | 0[16.7 µM] | 37 | 1.5 | 17 | -2 | 0 | 5
CCOc1ccc(-c2nnc(SCC(=O)N3CCNC3=O)o2)cc1 | 9 | -7 | 1 | 5.3 | 3 | -2 | -2 | -5

Random excerpt: 2 entries already listed.
SMILES | GSIS activator | miR-122 sensor | Statin myotox sup | F508del corr | PGC1a acetyl inh | FN deposit inh | PglD inh | Cneo AK release
Cc1cccc(-n2ncc3c(=O)[nH]c(SCC(=O)N4CC(=O)Nc5ccccc54)nc32)c1 | 6 | / | 8 | -3.4 | / | -1 | -5 | 0
CCc1ccc2oc(=O)cc(CN3CCCCC3)c2c1 | 57 | / | 0 | 0.0 | / | 4 | 1 | 1
